Screening data as filed in PubChem BioAssay.
D3 ag: agonists of human D3 dopamine receptor; P35462; D3R DiscoveRx beta-arrestin cells, luminescence, 90 min; max activation, %; hit rate 0.58% among 410,000; AID 652048; in the data active = max activation above about 30%; note: 0% is about no effect; mostly tested at two doses, the higher about 12 µM
Target sequence (P35462 whole entry, looked up): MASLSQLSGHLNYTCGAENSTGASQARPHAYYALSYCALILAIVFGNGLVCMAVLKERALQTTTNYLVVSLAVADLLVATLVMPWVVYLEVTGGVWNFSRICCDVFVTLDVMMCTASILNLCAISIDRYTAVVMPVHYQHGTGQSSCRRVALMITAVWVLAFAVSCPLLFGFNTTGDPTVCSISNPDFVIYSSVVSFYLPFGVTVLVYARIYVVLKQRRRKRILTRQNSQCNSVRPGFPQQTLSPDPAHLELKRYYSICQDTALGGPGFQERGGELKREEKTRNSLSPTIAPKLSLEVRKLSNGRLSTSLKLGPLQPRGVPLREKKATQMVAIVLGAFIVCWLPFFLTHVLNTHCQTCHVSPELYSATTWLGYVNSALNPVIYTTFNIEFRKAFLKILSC
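Cells at 1500/well, incubated overnight, then treated with pinned compounds (dopamine as control) for 90 min at 37 degrees C. DiscoveRx reagent added for 30 - 60 minutes at room temperature; luminescence read.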
HT1080 IDH1KD tx: HT-1080 IDH1 knockdown cell toxicity (counter line); Potency, µM (series often up to 46.1 µM), for inactives: at the top dose activity, negative = toxicity, usual class: cytotoxic; hit rate 2% among 360,000; HT-1080 IDH1 knockdown viability, ATP luminescence, 48 h; AID 686971;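 note: potency is the fitted concentration of half-maximal effect; 0% = DMSO wells and -100% = cell-free medium wells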
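Using the IDH1-knockdown HT-1080 line run in the same batch and compound series as the NT line, viability after 48 h at 37 °C was determined by CellTiter-Glo luminescence and expressed as % activity.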
HT1080-NT tox: kills 2HG-producing HT-1080-NT fibrosarcoma cells | HT-1080-NT fibrosarcoma viability, CellTiter-Glo ATP luminescence, 48 h | hit rate 1.6% among 360,000 | AID 686970 | Potency, µM (titrated, usually from 46.1 µM), for inactives: top-dose activity, negative = less viability, actives largely listed as cytotoxic;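 note: NT is the 2HG producing partner of a matched IDH1 knockdown line; potency is the fitted concentration of half-maximal effect; 0% = DMSO-treated cells and -100% = media-only wells without cells; nearly all actives have a fitted effect of over 55% in size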
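Viability by CellTiter-Glo luminescence after 48 h compound exposure at 37C of HT-1080-NT cells (750/well, RPMI, 5% FBS). % activity scaled between DMSO wells and medium-only wells, then curve-fitted and categorized by curve class.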
IL1B secr inh: inhibitors of inflammasome signaling (IL-1 beta secretion). hit rate 4.7% among 360,000. AID 743279. THP-1 LPS/ATP IL-1B secretion, AlphaLISA, 16 h; active compounds read low. activity change, % at 57.5 µM; in the data active = activity change below about -50%; inconclusive = mostly about -30% to -49%; note: % is set by controls: 0 for no effect and ±100 for the full control effect
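THP-1 cells pretreated 1 hr with compounds (up to 57.5 uM final), then stimulated with LPS (250 ng/mL final) plus ATP (1.25 mM final); secreted IL-1B measured by AlphaLISA after 16 hr, decreased signal indicating inhibition.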
DRD3 antagonist: antagonists of human D3 dopamine receptor; P35462; D3R cells, DiscoveRx beta-arrestin luminescence, antagonist mode; active compounds read low; max response, negative = inhibition, %; hit rate 2.5% among 360,000; in the data active = max response below about -50%; inconclusive = no clear call, values can overlap the other calls; note: % is set by controls: 0 for no effect and ±100 for the full control effect; mostly tested at two doses, the higher about 12 µM
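Cells plated overnight at 1500 cells/well, then exposed to library compounds with dopamine controls for 90 minutes at 37 degrees C. DiscoveRx reagent added for 30–60 minutes at room temperature; luminescence read, quantitative HTS format.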
SW480 rereplic: induces DNA re-replication in SW480 colon adenocarcinoma cells. Potency, µM (top dose mostly 46.1 µM), without a hit: top-dose re-replication activation, usual class: activators. SW480 DNA re-replication, Hoechst DNA content imaging, 48 h. AID 624297. hit rate 1.8% among 340,000; note: potency is the fitted concentration of half-maximal effect; % of control where 0% means no effect; nearly all actives have a fitted effect of over 55% in size
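Per well, 250 cells were exposed to pinned compound for 48 hr. Nuclear DNA was visualised with Hoechst (40 min, 37 C) and total object intensity recorded by fluorescence scanning.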
KB-3-1 cytotox: KB-3-1 parental cell cytotoxicity | KB-3-1 viability, CellTiter-Glo ATP luminescence, 72 h | Potency, µM (highest dose often 46.1 µM), for inactives: at the top dose activity change, negative = cytotoxic, most hits filed as cytotoxic | hit rate 1.4% among 400,000 | AID 1347075; note: potency is the fitted concentration of half-maximal effect; % is set by controls: 0 for no effect and ±100 for the full control effect; nearly all actives have a fitted effect of over 60% in size
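Here the drug-naive KB-3-1 line serves as comparator for MDR sub-line selectivity; cells received compound titrations, 72 h at 37 °C, then CellTiter-Glo readout.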
GLP-1R agonist: activates the human GLP-1 receptor; Potency, µM (highest dose often 45.6 µM), for inactives: at the highest dose activation, actives largely listed as activators; P43220; AID 624172; hit rate 0.007% among 380,000; HEK293 GLP-1R CRE-luciferase, luminescence, 4-6 h; cells express a hypersensitive GLP-1R form; note: potency is the fitted concentration of half-maximal effect; % of control where 0% means no effect
Target sequence (P43220 whole entry, looked up): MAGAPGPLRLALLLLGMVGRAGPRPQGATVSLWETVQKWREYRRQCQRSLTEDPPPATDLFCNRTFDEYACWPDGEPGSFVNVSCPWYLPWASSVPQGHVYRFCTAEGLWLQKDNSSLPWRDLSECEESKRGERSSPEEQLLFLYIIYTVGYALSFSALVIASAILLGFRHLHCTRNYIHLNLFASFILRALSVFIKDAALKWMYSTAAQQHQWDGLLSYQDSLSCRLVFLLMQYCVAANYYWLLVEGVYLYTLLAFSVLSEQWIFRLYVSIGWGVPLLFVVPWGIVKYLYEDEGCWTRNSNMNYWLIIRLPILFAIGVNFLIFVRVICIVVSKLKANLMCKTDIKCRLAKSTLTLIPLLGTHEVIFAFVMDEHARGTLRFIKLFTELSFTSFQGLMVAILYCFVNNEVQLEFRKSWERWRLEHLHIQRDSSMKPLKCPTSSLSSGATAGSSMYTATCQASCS
KB-V1 cytotox: KB-V1 MDR subline cytotoxicity. Potency, µM (doses to about 46.1 µM), for inactives: top-dose activity change, negative = cytotoxicity, hits mostly cytotoxic. AID 1347076. hit rate 3.4% among 400,000. KB-V1 MDR cells viability, CellTiter-Glo, 72 h; note: potency is the fitted concentration of half-maximal effect; % is set by controls: 0 for no effect and ±100 for the full control effect; nearly all actives have a fitted effect of over 60% in size
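Cells of the MDR subline KB-V1 are plated, dosed with compound at multiple concentrations, and incubated 72 h at 37 degrees C; CellTiter-Glo is then added and luminescence read after 10 min.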
Starred values were filed as active, the others as inactive; ? = inconclusive; . = not tested or not shown; [ ] = remark or other dose. Unless noted, calls come from the whole dose curve; as a rule, active = well fitted curve in the direction sought with a large enough effect; inconclusive = small, poorly fitted or top-dose-only effect, or another doubt; inactive = no such curve, though single readings can be large; an effect the other way counts as inactive or inconclusive.

SMILES	D3 ag	HT1080 IDH1KD tx	HT1080-NT tox	IL1B secr inh	DRD3 antagonist	SW480 rereplic	KB-3-1 cytotox	GLP-1R agonist	KB-V1 cytotox
CCCN(CCC)CC(O)Cn1cc(/C=C/C(=O)c2ccccc2)c2ccccc21 (stereo not drawn)	-6	15µM*	?	-86*	-3	?	?	4%	-17%
Cc1ccc(NC(=O)CSc2nnc(-c3ccncc3)s2)cc1	-6	16%	6%	-6	1	0%	-20%	0%	15%
O=C(Nc1nc(-c2ccccc2)cs1)c1ccc(Br)o1	-8	-2%	-5%	-9	17	4%	1%	5%	-1%
COc1cccc(OCc2cc(C(=O)NCc3ccc4c(c3)OCO4)no2)c1	-10	-3%	-12%	-11	-16	-5%	-1%	3%	3%
CCc1nc2ccc(C(=O)N3CCC(O)(Cc4ccccc4)CC3)cn2c1N(C)C(=O)Cc1ccccc1	1	19%	17%	1	-22	.	0%	2%	20%
CCN(CC)S(=O)(=O)c1ccc(N(C)Cc2ccc(C(F)(F)F)cc2)nc1	3	-22%	-17%	-10	3	15%	10µM*	-4%	?
COc1cc(/C=C2\SC(=S)N(NC(C)=O)C2=O)ccc1OC(=O)c1ccco1	-9	3%	3%	-9	-21	12%	?	1%	0%
Cc1ccc(S(=O)(=O)N2CCN(Cc3ccccc3)CC2)s1	-12	0%	-6%	0	-21	?	-24%	0%	2%
CC1CC(C)CN(CC(=O)N2c3ccccc3CCc3ccccc32)C1 (stereo not drawn)	-6	0%	1%	-6	7	3%	0%	-1%	0%
CCOc1ccc(NC(=O)[C@@H](NC(=O)OCc2ccccc2)[C@@H](C)CC)cc1	-8	-8%	-12%	4	-12	8%	-1%	-27%	-3%
C=CCn1c(SCC(=O)c2c(N)n(CCC)c(=O)n(C)c2=O)nc2sc(CC)cc2c1=O	4	5%	10%	0	-13	-1%	?	4%	?
COc1ccc2c(c1)c(=O)oc1cc(O)ccc12	3	1%	17%	-29	12	0%	0%	28%	0%
CCC(C(=O)NC1CCCC1)N(C(=O)Cn1nnc(-c2ccc(OC)c(OC)c2)n1)c1cccc(O)c1 (stereo not drawn)	3	6%	-2%	1	3	4%	12%	?	2%
CC(=O)N=c1c(C#N)cc2c(=O)n3cccc(C)c3nc2n1CCCOC(C)C	18	19%	?	25	2	21µM*	11%	-3%	-12%
O=C(NN=Cc1ccc(N2CCOCC2)s1)c1ccc([N+](=O)[O-])cc1	-7	2%	-10%[9.24 µM]	?	-8	-28%	?	2%	?
O=c1ccc2cc(S(=O)(=O)N3CCN(c4cc(Cl)ccc4Cl)CC3)ccc2o1	-7	-17%	5%	-13	11	4%	8%	-13%	4%
O=C(COC(=O)C1(c2ccc(F)cc2)CCCC1)N1CCOCC1	4	1%	-10%	5	15	0%	7%	-4%	5%
CCOC(=O)N1CCN(C(=O)CCCCCn2c(=S)[nH]c3cc4c(cc3c2=O)OCO4)CC1	-2	?	28%	16	1	-9%	25%	1%	-25%
c1ccc2[nH]c(CSc3nccs3)nc2c1	1	6%	11%	11	4	-7%	6%	2%	4%
CC(Sc1nnc(NC2CCCCC2)s1)C(=O)N1CCOCC1 (stereo not drawn)	-8	-1%	-6%	1	-16	-2%	0%	6%	-26%
C=CCN(CC=C)S(=O)(=O)c1ccc(NC(=S)NC(=O)c2ccco2)cc1	4	0%[9.24 µM]	-14%	-21	23	1%	?	-1%	13µM*
O=C(NCCc1ccccn1)c1ccc(OC(F)F)cc1	-8	21%	26%	-6	0	-8%	13%	3%	29%
O=C1OCCC1Sc1nnc(-c2ccc(F)cc2)n1Cc1ccccc1 (stereo not drawn)	1	1%	4%	-2	-8	-2%	2%	3%	-7%
Cc1ccc(Cn2c(=O)c3ccccc3n3c(CCC(=O)O)nnc23)cc1	5	-3%	13%	-10	-5	-2%	3%	2%	9%
COC(=O)c1cc(S(=O)(=O)NCCCN2CCCC2=O)cn1C	-7	11%	5%	17	-15	26%	16%	-4%	16%
COc1ccc2cc(/C=N/NC(=O)c3ccc(CN(c4ccc(C)c(C)c4)S(C)(=O)=O)cc3)c(Cl)nc2c1	6	1%	?	4	15	5%	?	-1%	-1%
O=C(COC(=O)c1ccc(OC(F)F)cc1)NCc1cccs1	-2	-10%	7%	20	11	-10%	-1%	2%	-2%
Cc1ccc(OCC(=O)N2CCN(c3nnc(-c4ccccc4)c4ccccc34)CC2)cc1	24	?	?	-73*	13	?	?	-2%	4.1µM*
Cc1cccc(-n2cc(-c3ccccc3)c3c(=O)[nH]cnc32)c1	5	-14%	-8%	-88*	11	-8%	?	11%	3%
O=C(CCC(=O)N1CCN(c2ccccn2)CC1)Nc1nnc(C2CCCCC2)s1	-1	-6%[9.24 µM]	2%	19	10	-6%	14%	-2%	1%

Four entries out of the list, arranged by molar mass, high to low:
SMILES	D3 ag	HT1080 IDH1KD tx	HT1080-NT tox	IL1B secr inh	DRD3 antagonist	SW480 rereplic	KB-3-1 cytotox	GLP-1R agonist	KB-V1 cytotox
O=C1OCCC1Sc1nnc(-c2ccc(F)cc2)n1Cc1ccccc1 (stereo not drawn)	1	1%	4%	-2	-8	-2%	2%	3%	-7%
Cc1ccc(Cn2c(=O)c3ccccc3n3c(CCC(=O)O)nnc23)cc1	5	-3%	13%	-10	-5	-2%	3%	2%	9%
COC(=O)c1cc(S(=O)(=O)NCCCN2CCCC2=O)cn1C	-7	11%	5%	17	-15	26%	16%	-4%	16%
Cc1cccc(-n2cc(-c3ccccc3)c3c(=O)[nH]cnc32)c1	5	-14%	-8%	-88*	11	-8%	?	11%	3%

More entries.
SMILES	D3 ag	HT1080 IDH1KD tx	HT1080-NT tox	IL1B secr inh	DRD3 antagonist	SW480 rereplic	KB-3-1 cytotox	GLP-1R agonist	KB-V1 cytotox
COc1ccc(S(=O)(=O)N2CCC(C(=O)N[C@H](C(=O)NCc3ccccc3)C(C)C)CC2)cc1	2	-5%	13%	20	10	.	7%	-1%	-3%
CSc1cccc(N2CC(C(=O)N(Cc3nnc(-c4ccccc4Cl)o3)C3CC3)CC2=O)c1 (stereo not drawn)	4	-7%	-2%	-17	-4	5%	3%	3%	-21%
COCCNC(=O)CN(C(=O)Cn1nnc2ccccc21)c1ccc(F)c(Cl)c1	-7	10%	16%	?	7	-5%	?	6%	6%
CCOC(=O)C1=C(C)N=c2s/c(=C/c3ccc(OCC(=O)O)c(OC)c3)c(=O)n2C1c1ccc(Cl)cc1 (stereo not drawn)	13	-25%	-28%	-16	5	-1%	-11%	-3%	?
O=C1/C(=C\c2cccs2)N=C(c2cccs2)N1Nc1ccccc1	9	-15%	-29%	-61*	-29	?	5%	15%	-3%
Cc1ccc(S(=O)(=O)Oc2ccccc2/C=N/NC(N)=S)cc1	-22	?	4.5µM*	16	-22	38%	6.5µM*	3%	?
O=C(CSc1nc2ccccc2n1Cc1ccc(Cl)cc1)N/N=C/c1ccc(C(=O)O)cc1	-4	-11%	7%	-8	-10	1%	-1%	0%	-4%
COCCS(=O)(=O)N(Cc1ccccc1)[C@H](C(=O)OC)C(C)C	-12	6%	5%	3	0	-12%	-5%	-1%	-5%
O=C1CCC([N+](=O)[O-])C(C2CC=CCC2)N1 (stereo not drawn)	-4	15%	-1%	7	-7	12%	0%	9%	-9%
CC(C)c1ccc(N(C(=O)C(F)(F)F)C(C(=O)NC2CCCCC2)c2ccncc2)cc1 (stereo not drawn)	12	-12%	7%	18	4	0%	0%	-1%	1%
CCOc1ccc(C(=O)N2CCN=C2SC)cc1OCC	0	0%	-4%	30	5	-11%	-5%	10%	13%
CC1(C)Cc2c(sc3nc4n(-c5ccccc5)c(=O)c(CCC(=O)O)nn4c(=O)c23)CO1	-1	-4%	6%	13	-20	-3%	-31%	1%	-10%

2 entries from above, with bars between the fields.
Structure | D3 ag | HT1080 IDH1KD tx | HT1080-NT tox | IL1B secr inh | DRD3 antagonist | SW480 rereplic | KB-3-1 cytotox | GLP-1R agonist | KB-V1 cytotox
CCOc1ccc(C(=O)N2CCN=C2SC)cc1OCC | 0 | 0% | -4% | 30 | 5 | -11% | -5% | 10% | 13%
CC1(C)Cc2c(sc3nc4n(-c5ccccc5)c(=O)c(CCC(=O)O)nn4c(=O)c23)CO1 | -1 | -4% | 6% | 13 | -20 | -3% | -31% | 1% | -10%

Hits appear at their usual frequency; 12% or so of the library scored in one or more.
